Bioassay records (PubChem)
yeast sgs1 mgt1: NCI yeast anticancer drug screen, S. cerevisiae sgs1 mgt1 strain. 78,000 compounds, 10% hits. growth inhibition, % at 50 µM. AID 161;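 note: 0% = growth of vehicle-only cultures of the same strain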
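Yeast cells carrying a defined DNA-repair defect were exposed to test compounds. Growth inhibition was measured relative to vehicle-treated controls.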
yeast cln2 rad14: NCI yeast anticancer drug screen, S. cerevisiae cln2 rad14 strain; % growth inhibition at 50 µM; AID 165; 78,000 compounds, 8.3% hits;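 note: 0% = growth of vehicle-only cultures of the same strain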
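Growth inhibition, relative to vehicle-treated controls, is the read-out. The test organism is a yeast strain with defined genetic alterations, cln2 rad14.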
yeast mlh1 rad18: NCI yeast anticancer drug screen, S. cerevisiae mlh1 rad18 strain; growth inhibition, % at 50 µM; 79,000 compounds, 11% hits; AID 175;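 note: 0% = growth of vehicle-only cultures of the same strain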
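Compound-treated yeast growth, normalised to vehicle controls. Strain bears defined DNA repair mutations.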
rad50: NCI yeast anticancer drug screen, S. cerevisiae rad50 strain; % growth inhibition at 50 µM; 79,000 compounds, 10% hits; AID 155;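 note: 0% = growth of vehicle-only cultures of the same strain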
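Vehicle-treated cultures provide the reference for the growth inhibition reported for compound-exposed, repair-deficient yeast.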
bub3: NCI yeast anticancer drug screen, S. cerevisiae bub3 mutant strain; AID 167; 78,000 compounds, 9.9% hits; % growth inhibition at 50 µM;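 note: 0% = growth of vehicle-only cultures of the same strain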
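Steps: expose the mutant yeast strain to compound; grow alongside vehicle-treated cultures; measure growth; express inhibition against the vehicle cultures.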
mec2-1: NCI yeast anticancer drug screen, S. cerevisiae mec2-1 strain; 79,000 compounds, 9% hits; growth inhibition, % at 50 µM;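 note: 0% = growth of vehicle-only cultures of the same strain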
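Vehicle-treated cultures served as reference for growth inhibition of compound-exposed mec2-1 yeast.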
* = called active by the depositor. Cut-off read from the data, not from the text of the source: active = growth inhibition above about 70%; inactive = the rest.

entry	smiles	yeast sgs1 mgt1	yeast cln2 rad14	yeast mlh1 rad18
1	Cc1cc2c(C(C)C)c(O)c(O)c(C=NC(C)c3ccccc3)c2c(O)c1-c1c(C)cc2c(C(C)C)c(O)c(O)c(C=NC(C)c3ccccc3)c2c1O (stereo not drawn)	15	12	8
2	O=C(Nc1ccc2c(c1)Cc1ccccc1-2)c1cccc2ccccc12	0	-47	-5
3	CSC[C@H](NC(=O)COc1cccc2cnccc12)C(=O)NC(Cc1ccccc1)C(O)C(=O)N1CSC[C@H]1C(=O)NC(C)(C)C (stereo partly drawn)	-29	18	-51
4	C=CCC[P+](c1ccccc1)(c1ccccc1)c1ccccc1	28	-3	9
5	CCCC(O)CN (stereo not drawn)	-13	9	25
6	COc1cccc(C(=O)C(CN(C)C)CN(C)C)c1	61	33	3
7	Cc1nc2[nH]ncc2c(=O)n1-c1ccccc1	2	-5	-6
8	CCN(CC)CCNc1ncnc2c1cnn2-c1ccc(Cl)cc1	36	-9	46

entry	rad50	bub3	mec2-1
1	18	31	7
2	-4	12	-21
3	-34	2	-17
4	37	9	34
5	-6	-1	18
6	12	71*	30
7	0	14	-1
8	46	6	35

Next part:
entry	smiles	yeast sgs1 mgt1	yeast cln2 rad14	yeast mlh1 rad18
9	CCCCCCCCCCCC[n+]1ccc(C)cc1	99*	97*	98*
10	O=C(CCN1CCCCC1)c1cc2cc([N+](=O)[O-])ccc2oc1=O	23	-18	33
11	C/C=C(/C)C(=O)O[C@H]1CC[N+]2([O-])CC=C(COC(=O)[C@@](O)([C@H](C)OC)C(C)(C)O)[C@H]12 (stereo partly drawn)	-3	8	12
12	Cc1ccc(S(=O)(=O)C(CC(=O)O)c2ccccc2)cc1 (stereo not drawn)	6	4	4
13	NC(=O)/C(N=Nc1ccccc1)=N\Nc1ccccc1	95*	73*	95*
14	Cc1ncc(CO)c(N)n1	-18	-17	-9
15	C=CCc1cc(OC)c2c(c1)C(O)CC(c1ccccc1)O2 (stereo not drawn)	-35	-6	2
16	O=C(OCc1ccc([N+](=O)[O-])cc1)N1c2ccccc2[C@@]23O[C@]24CCC[C@H]3C#C/C=C\C#C[C@H]14	2	-14	-33

entry	rad50	bub3	mec2-1
9	98*	99*	99*
10	55	47	30
11	-13	7	-5
12	0	2	0
13	94*	95*	95*
14	-4	15	-9
15	15	3	-25
16	22	10	25

Carrying on:
entry	smiles	yeast sgs1 mgt1	yeast cln2 rad14	yeast mlh1 rad18
17	COc1ccc(/C=N/C(NC(=O)c2ccc(OC)cc2)c2ccc(OC)cc2)cc1 (stereo not drawn)	0	3	-4
18	C=C1C(=O)OC2/C=C(\CO)CC/C=C(\CO)CC(OC(=O)C(C)C)C12 (stereo not drawn)	-16	24	-42
19	COC(=O)C(C#N)=C(SC)SC	100*	95*	99*
20	O=C1C=C(Cl)C(=O)N1c1cccc(Cl)c1	100*	99*	100*
21	N=C(N)c1ccc(OCCCCOc2ccc(N)cc2Cl)cc1	44	-17	59
22	O=C1COC(C(O)(c2ccccc2)c2ccccc2)C(=O)N1 (stereo not drawn)	-1	-65	6
23	CCOC(=O)c1ccc(Cl)cc1	-25	-24	-25
24	Cn1c(=O)c(Cl)c(N=[N+]=[N-])c2ccccc21	44	51	30

entry	rad50	bub3	mec2-1
17	15	-2	-8
18	-17	-7	-13
19	99*	99*	98*
20	100*	99*	100*
21	54	1	8
22	-5	-21	-19
23	-14	-31	-17
24	45	22	37

Filtered by structure: those above containing sulfur
entry	smiles	yeast sgs1 mgt1	yeast cln2 rad14	yeast mlh1 rad18
3	CSC[C@H](NC(=O)COc1cccc2cnccc12)C(=O)NC(Cc1ccccc1)C(O)C(=O)N1CSC[C@H]1C(=O)NC(C)(C)C (stereo partly drawn)	-29	18	-51
12	Cc1ccc(S(=O)(=O)C(CC(=O)O)c2ccccc2)cc1 (stereo not drawn)	6	4	4
19	COC(=O)C(C#N)=C(SC)SC	100*	95*	99*

entry	rad50	bub3	mec2-1
3	-34	2	-17
12	0	2	0
19	99*	99*	98*

The list goes on:
entry	smiles	yeast sgs1 mgt1	yeast cln2 rad14	yeast mlh1 rad18
25	CC1(C)C2CCC(=O)C1C(OCc1ccccc1)C2 (stereo not drawn)	-21	-1	-47
26	NC(=O)C#CC#CC#CCO	94*	92*	93*
27	CNC(=O)Oc1ccc2c(c1)[C@]1(C)CCN(C)[C@@H]1N2C	-33	-6	-37
28	CCn1c2ccc(C=O)cc2c2cc([N+](=O)[O-])ccc21	7	0	15
29	CC(C)(C)c1ccc(C(C)(C)C)cc1	-20	51	2
30	CC(=O)c1c[nH]cc1CO	9	11	-8
31	CCC(CC)C1OCC(O)CO1 (stereo not drawn) (tested in a mixture with another compound)	10	7	17
32	Clc1ccc(C#Cc2ccccc2Cl)cc1	18	13	5

entry	rad50	bub3	mec2-1
25	-22	-12	16
26	93*	94*	95*
27	-10	-36	-30
28	6	-5	-2
29	-11	3	7
30	-2	12	8
31	20	22	3
32	16	22	20

Next records.
entry	smiles	yeast sgs1 mgt1	yeast cln2 rad14	yeast mlh1 rad18
33	O=C(O)C(CO)c1ccccc1 (stereo not drawn)	-5	-5	-3
34	CC1OC1P(=O)(O)O (stereo not drawn)	-5	2	-7
35	Nc1ccc(C(=O)O)cc1S(=O)(=O)c1cc(C(=O)O)ccc1N	26	-31	-15
36	C/C(CC(=O)Nc1ccc([N+](=O)[O-])cc1)=N\NC(N)=O	-11	29	1
37	O=C1CCCc2ccccc21	-30	-30	1
38	CC(C)(C)COc1ccc2c(c1)C1=NC2=NC2=NC(=NC3=NC(=NC4=NC(=N1)c1ccc(OCC(C)(C)C)cc14)c1ccc(OCC(C)(C)C)cc13)c1ccc(OCC(C)(C)C)cc12	-10	-15	18
39	CCOC(=O)C1C(=O)C(=O)N(C)C1c1ccccc1 (stereo not drawn)	8	-50	9
40	O=C(CN1CCN(c2ccccn2)CC1)N1CCCn2c1nc1ccccc1c2=O	-23	10	-10

entry	rad50	bub3	mec2-1
33	0	11	-1
34	17	-3	-6
35	-10	15	-19
36	-2	-14	-9
37	-2	-14	-11
38	13	-5	1
39	-3	3	16
40	-28	-30	-23

New compounds follow
entry	smiles	yeast sgs1 mgt1	yeast cln2 rad14	yeast mlh1 rad18
41	O=C1C=CC(n2cc(F)c(=O)[nH]c2=O)O1 (stereo not drawn)	45	13	-44
42	Nc1nc(N)nc(CCCc2nc(N)nc(N)n2)n1	-14	1	-8
43	NC(=O)NC(=O)c1ccco1	29	17	16
44	Cc1nc(N)[nH]c(=O)c1CCCS	4	41	-13
45	Nc1nc(N)nc(C2CC3C=CC2C3)n1 (stereo not drawn)	-4	-10	-1
46	CCOC(=O)C1(CN(C)c2ccccc2)C(C(C)=O)=CNc2c(C#N)cnn21 (stereo not drawn)	-4	11	-10
47	Clc1ccc2nsnc2c1	25	17	35
48	C=C(C)C1CC2=C(O1)C(=O)c1ccccc1C2=O (stereo not drawn)	73*	60	90*

entry	rad50	bub3	mec2-1
41	27	9	44
42	-15	-29	4
43	53	-1	-2
44	16	-14	5
45	-2	2	-14
46	8	-5	-1
47	14	19	-13
48	92*	93*	83*

(listing goes on)
entry	smiles	yeast sgs1 mgt1	yeast cln2 rad14	yeast mlh1 rad18
49	CCOC(=O)/C(C#N)=C/N(C)Cc1ccccc1	0	-12	-2
50	COc1cc(C(c2cc3c(cc2OC(C)=O)OCO3)C(C(C)=O)C(C)=O)cc(OC)c1OC (stereo not drawn)	-5	-4	-2
51	Cc1ccc2c(=O)cc(-c3cccc(F)c3)[nH]c2n1	-11	24	-16
52	OCCCNc1nc2ccc(Cl)cc2c2ccccc12	26	3	70*
53	COc1cc(/C=C2\N=C(c3ccccc3)OC2=O)cc(OC)c1	4	-64	-11
54	NC(=S)N/N=C\c1nccc2c(C(F)(F)C(F)(F)C(F)(F)F)cccc12	74*	70	73*
55	Cc1c(C[N+](C)(C)C)c(=O)n(-c2ccccc2)n1C	-7	0	8
56	COc1ccccc1-n1c(=O)c(N=Nc2ccc(Br)cc2)c(O)n(-c2ccccc2C)c1=S	45	-11	18

entry	rad50	bub3	mec2-1
49	6	-1	-1
50	4	4	28
51	-5	-6	-1
52	24	24	12
53	-5	2	-8
54	58	76*	75*
55	-12	-8	-45
56	49	-2	1

The list goes on:
entry	smiles	yeast sgs1 mgt1	yeast cln2 rad14	yeast mlh1 rad18
57	CCCCOc1ccccc1C(=O)OC	22	-1	18
58	CCOP(=O)(OCC)C(Cc1cn(S(=O)(=O)c2ccc(C)cc2)cn1)C(=O)O (stereo not drawn)	6	16	-17
59	CCN=c1c([N+](=O)[O-])c(NC(=O)c2ccccc2)sn1CC	-6	28	-6
60	Cc1ccc(C(=O)CCCCCC(=O)c2ccc(C)cc2O)c(O)c1	23	8	28
61	CCCCC(/C=N\NC(=O)c1ccc[n+](C)c1)=C/c1ccccc1	89*	18	91*
62	CC(C(O)C(F)(F)F)[N+](C)(C)C (stereo not drawn)	2	-14	28
63	O=C(Nc1ccccc1-c1ccccc1)c1ccccc1	20	11	27
64	CC1=NN(C(=O)CC(=O)N(C(=O)c2ccccc2)c2ccc(Cl)cc2)C(=O)C1N=Nc1ccc([N+](=O)[O-])cc1 (stereo not drawn)	78*	56	81*

entry	rad50	bub3	mec2-1
57	24	9	6
58	-14	21	12
59	-9	-8	-6
60	17	10	-6
61	88*	94*	95*
62	35	10	6
63	1	45	-12
64	85*	85*	84*

The listing continues:
entry	smiles	yeast sgs1 mgt1	yeast cln2 rad14	yeast mlh1 rad18
65	Nc1ccc(C(=O)Nc2cccc(OCc3nc(N)nc(N)c3-c3ccc(Cl)cc3)c2)cc1	-16	16	13
66	NCC(=O)NC(CSc1ccc([N+](=O)[O-])cc1[N+](=O)[O-])C(=O)NC(CCC(=O)O)C(=O)O (stereo not drawn)	-4	-14	34
67	CC1=C(c2ccccc2)C(c2ccccc2)C(/C=C/c2ccccc2)=NC=C1c1ccccc1 (stereo not drawn)	-15	-21	-14
68	CC(Cl)C(Cl)(Cl)C(O)NC(=O)CCl (stereo not drawn)	-16	22	9
69	O=C1/C(=C/c2ccccc2)CN(C(=O)OCc2ccccc2)C/C1=C\c1ccccc1	-45	-25	-35
70	COc1ccc(/C=C\C(=O)/C=C/c2ccc(OC)cc2)cc1	2	-14	0
71	Cc1[nH]c(-c2ccccc2)c2[nH]c(=O)n(-c3ccccc3)c(=O)c12	-3	-4	8
72	CCc1ccccc1N1C(=O)C(=O)C(c2nc3ccccc3s2)C(=O)C1=O	17	16	10

entry	rad50	bub3	mec2-1
65	17	2	-6
66	-27	-5	-6
67	-23	-3	9
68	-7	32	0
69	-41	-22	8
70	-12	-3	7
71	0	8	9
72	13	2	5

Profiles from above. Values in the order: yeast sgs1 mgt1, yeast cln2 rad14, yeast mlh1 rad18, rad50, bub3, mec2-1
O=C(OCc1ccc([N+](=O)[O-])cc1)N1c2ccccc2[C@@]23O[C@]24CCC[C@H]3C#C/C=C\C#C[C@H]14 across the screens: 2, -14, -33, 22, 10, 25
O=C1COC(C(O)(c2ccccc2)c2ccccc2)C(=O)N1 (stereo not drawn) across the screens: -1, -65, 6, -5, -21, -19
C=CCc1cc(OC)c2c(c1)C(O)CC(c1ccccc1)O2 (stereo not drawn) across the screens: -35, -6, 2, 15, 3, -25

Further entries follow:
entry	smiles	yeast sgs1 mgt1	yeast cln2 rad14	yeast mlh1 rad18
73	O=C(CC1=Nc2nnc(-c3nnc4n3C(=O)C(CC(=O)c3cccnc3)=N4)n2C1=O)c1cccnc1	-1	-19	-13
74	CN(C)C(=S)/N=c1\ssc(=S)n1C	91*	72*	85*
75	OCCC(c1ccc(Cl)cc1)N1CCCCC1 (stereo not drawn)	-1	-16	-4
76	OCCCCOc1ccccc1	15	22	18

entry	rad50	bub3	mec2-1
73	-5	-6	-9
74	87*	88*	27
75	11	8	-1
76	6	-4	-6
